Myeloid diff 2 = compounds promoting myeloid differentiation; 1% of 360,000 active; AID 624256; ER-HoxA9 myeloid progenitors, lysozyme-GFP differentiation, flow cytometry; calls only at 10 µM;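 active = normalized GFP-positive differentiation at or above the plate's own cutoff, the solvent-only control mean plus 3 SD; inconclusive = no clear call, values can overlap the other calls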;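 also: cells exposed to compound for four days before flow analysis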
LYP phosphatase = PTPN22 lymphoid phosphatase activity blockers – biochemical, fluorescence intensity, uHTS (AID 1779). 0.054% of 290,000 active. one-dose inhibition, % at 11.5 µM; IC50 in µM for titrated hits. recombinant LYP phosphatase, fluorescence intensity; higher % means a stronger effect;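 also: plate controls were vehicle with enzyme for no effect and no enzyme for full effect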
CSM14.1 death rescue = protection against thapsigargin-triggered cell killing – 384-well, CSM14.1, ATP luminescence, primary screen (AID 1222) | 190,000 tested, under 10 active | CSM14.1 thapsigargin-induced death rescue, ATP luminescence; higher % means a stronger effect | cellular ATP content (survival), % at 20 µM; hits with a dose series show EC50 in µM;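 active = EC50 below 50 µM in the dose-response confirmation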;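 also: death triggered by thapsigargin at about 15 µM added after 2 h compound pretreatment; cell ATP read after overnight thapsigargin exposure of roughly 18 to 22 hours; normalized against plate controls of thapsigargin alone and 5% DMSO vehicle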
P. falciparum M1AAP = P. falciparum M1AAP inhibitors, biochemical, fluorogenic H-Leu-NHMec substrate, 1536-well (AID 1445) | recombinant M1AAP, H-Leu-NHMec fluorogenic kinetic assay; higher % means a stronger effect | one-dose inhibition, % at 30 µM; IC50 in µM for titrated hits | 0.42% of 220,000 active;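 active = primary inhibition above the hit cutoff, then over 50% inhibition at one or more dose response concentrations, cut at about 23% in these data, passing the limit was not always enough; inconclusive = conflicting primary data, or primary hits not chosen for dose response; inactive = low primary inhibition, or under 50% at every dose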;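 also: plate controls were DMSO full reaction for no effect and no enzyme background for full effect; strong numbers were not always called active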
PMI inhibition = MPI inhibition at elevated mannose 6-phosphate – biochemical, fluorescence intensity, high mannose 6-phosphate, primary screen (AID 1220); recombinant PMI enzyme, coupled fluorescence intensity; higher % means a stronger effect; 0.66% of 190,000 active; one-dose inhibition, % at 20 µM; IC50 in µM for titrated hits
M17LAP inhibition = P. falciparum M17LAP inhibitors, primary screen, biochemical, fluorogenic H-Leu-NHMec substrate, 1536-well (AID 1619); recombinant M17LAP, H-Leu-NHMec fluorogenic kinetic assay; higher % means a stronger effect; one-dose inhibition, % at 30 µM; IC50 in µM for titrated hits; 0.38% of 220,000 active;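 active = compound inhibiting the enzyme by more than half at any dose during confirmatory dose-response retesting; inconclusive = strong single-dose inhibitors picked by rank but not retested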;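 also: plate controls were full reaction with DMSO carrier for no effect and no enzyme background for full effect; strong numbers were not always called active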
XIAP displacement = small molecules displacing peptide from XIAP – biochemical, IAP family, fluorescence polarization (AID 1018) | XIAP BIR domain, fluorescence polarization peptide displacement; higher % means a stronger effect | displacement, % at 20 µM; hits with a dose series show IC50 in µM | 0.007% of 200,000 active; in the data active = displacement above about 50%; also: a part of the inactive calls stands beside numbers as strong as those of hits
human PMI inhibition = MPI enzyme activity inhibition – biochemical, fluorescence intensity, coupled assay, primary screen (AID 1209); purified PMI enzyme, coupled fluorescence intensity; higher % means a stronger effect; inhibition, % at 20 µM; hits with a dose series show IC50 in µM; 0.42% of 190,000 active;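 also: plate controls were DMSO vehicle for no effect and wells lacking substrate for full effect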
TNAP activators = human TNAP enzyme activators, primary screen, biochemical, luminescent, no phosphate acceptor, uHTS (AID 1001). purified TNAP, luminescent activation assay, no phosphate acceptor; higher activation fold means a stronger effect. activation fold at 20 µM, or EC50 in µM where a hit was titrated. 0.03% of 200,000 active; in the data active = activation fold from about 3, or a potency from the dose series; inactive = the rest, 99 in 100 with activation fold below about 1.6; also: many of its hits are not listed in these tables
Myeloid diff 2 GFP+ MAC1+ % = second read-out of Myeloid diff 2, no call of its own (marks repeat the call); GFP+ MAC1+ double positive, %; measured here: differentiation confirmed by MAC1 staining
* = called active by the depositor; i = inactive; u = inconclusive; x = no result given; & = joins results of further samples. Rule as the data show it, unless noted: active = inhibition above about 50%; inactive = the rest.

SMILES	Myeloid diff 2	Myeloid diff 2 GFP+ MAC1+ %	LYP phosphatase	CSM14.1 death rescue	P. falciparum M1AAP	PMI inhibition	M17LAP inhibition	XIAP displacement	human PMI inhibition	TNAP activators
Nc1c2c(nc3ccn(-c4ccccc4)c(=O)c13)CCCCC2	i	0.4	-4.2%	-2.0%	4.7%	0.2%	-1.2%	-1.1%	-6.7%	1.1
CCOC(=O)N1CCN(C(=O)c2oc3ccc(S(=O)(=O)N4CCCCC4)cc3c2C)CC1	i	0.8	-6.9%	4.8%	5.7%	-0.4%	4.6%	-2.7%	-8.2%	1
CCOC(=O)CSc1nc2ccsc2c(=O)n1C1CCN(C(=O)OCC)CC1	i	8.9	-12.4%	0.5%	1.1%	-10.4%	15.5%	-3.9%	-3.5%	1.1
CN1C2CCC1CC(OC(c1ccccc1)c1ccccc1)C2 (stereo not drawn)	i	0.0	-0.4%	x	-0.1%	x	-4.7%	x	x	x
COc1ccc(-c2nn(-c3ccccc3)cc2CNCc2cccnc2)c(F)c1	i	0.6	-3.0%	1.2%	x	-5.7%	x	-5.2%	-3.8%	1.1
CC(=O)N=C(N)Sc1nc2ccccc2[nH]1	i	0.8	-8.1%	-2.4%	5.5%	9.3%	-0.3%	-7.6%	7.4%	1
COC(=O)c1cc(C#N)c(OC)nc1C	i	0.3	-3.6%	-1.1%	0.7%	-4.2%	-4.9%	-3.2%	-7.5%	1.1
Cc1ccc(C(=O)NNC(=O)CSc2nc(N)cc(N)n2)cc1	i	0.1	-8.5%	1.8%	3.9%	26.0%	51.6%	-6.1%	21.1%	1.1
COc1ccc(NC(=O)CSc2nnc(N)s2)c([N+](=O)[O-])c1	x	x	-8.2%	-0.4%	3.1%	9.3%	8.5%	-3.7%	4.1%	1.1
COc1cc(-c2nnc(SCC(=O)c3cc(C)n(CC4CCCO4)c3C)o2)cc(OC)c1OC (stereo not drawn)	i	0.1	-1.3%	-2.0%	4.9%	4.9%	5.0%	-9.7%	8.3%	1.1
C/C(=N\N=C1\NC(=O)C(Cc2ccccc2)S1)c1ccccc1 (stereo not drawn)	i	1.3	0.8%	x	13.9%	-94.1%	13.8%	-7.9%	-51.0%	1.1
CN(CC(=O)NCc1cccnc1)S(=O)(=O)c1ccccc1	i	0.9	-10.7%	x	3.8%	x	1.7%	x	x	x
O=C(CO/N=C/c1ccc2c(c1)OCO2)Nc1cccc(Br)c1	i	1.0	-11.6%	-2.9%	-3.3%	-2.9%	1.8%	-4.2%	11.1%	1.1
O=C(NNC(=O)c1sccc1-n1cccc1)c1ccc(Cl)cc1	i	0.3	2.5%	-0.4%	15.7%	15.2%	4.9%	-6.5%	14.8%	1.2
CC(C)C1OC(c2cccc(NC(=O)c3cccs3)c2)OCC1(C)C (stereo not drawn)	i	0.2	1.2%	2.4%	5.3%	6.9%	13.2%	-3.7%	9.8%	1.1
O=C(c1cccc(S(=O)(=O)NCc2ccccc2)c1)N1CCN(Cc2ccccc2)CC1	i	1.5	1.9%	-2.7%	1.9%	-4.8%	-8.8%	-10.0%	8.9%	1
Cc1ccc(CNC(=O)c2cc3c(C)nc4ccccc4c3o2)cc1	i	4.3	0.6%	-1.9%	7.4%	16.5%	2.2%	-1.3%	14.1%	1.1
COc1cccc2sc(Nc3nc(-c4cc5ccccc5oc4=O)cs3)nc12	u	x	8.6%	-5.5%	-1.2%	21.6%	-3.7%	-2.9%	21.4%	1.4
O=C(Nc1nncs1)c1cccc(S(=O)(=O)N2CCCCC2)c1	i	1.2	-2.2%	0.4%	1.7%	-11.2%	-1.1%	-5.6%	-13.1%	1.1
COC(=O)c1c(NC(=O)c2nn(C)cc2Cl)sc2c1CCCC2	i	1.1	3.0%	-1.9%	10.4%	2.5%	-7.7%	-4.5%	3.7%	1.1
COc1ccccc1-c1nnc(SCCN2CCOCC2)n1-c1ccc(C)cc1	i	1.1	-2.8%	-0.3%	9.8%	8.4%	9.9%	-6.1%	1.2%	1.1
CCOc1ccc(-n2c(C)cc(/C=N/Nc3nc(C)cc(=O)[nH]3)c2C)cc1	i	0.4	4.1%	x	14.3%	x	8.1%	x	x	x
Cc1nn(-c2ccccc2)nc1CNC(=O)C1CC1	i	0.5	-4.2%	x	8.7%	x	-0.7%	x	x	x
CN1CCc2c(c3c(n2C)CCN(C)[C@@H]3c2cccnc2)[C@H]1c1cccnc1	i	0.1	1.3%&0.5%	-2.0%&-2.9%	1.2%&-1.2%	-13.6%&-8.6%	5.8%&0.1%	0.0%&-9.3%	0.3%&-35.5%	1&1
Cc1cc(C)n(-c2ccc(F)cc2CN2CCN(C3CCCC3)C(CCO)C2)n1 (stereo not drawn)	i	0.4	-8.1%	-1.6%	7.2%	13.1%	1.4%	-7.0%	13.6%	1.1

Reformatted: results already given.
Values run as follows: Myeloid diff 2 | Myeloid diff 2 GFP+ MAC1+ % | LYP phosphatase | CSM14.1 death rescue | P. falciparum M1AAP | PMI inhibition | M17LAP inhibition | XIAP displacement | human PMI inhibition | TNAP activators
> CC(=O)N=C(N)Sc1nc2ccccc2[nH]1
→ i | 0.8 | -8.1% | -2.4% | 5.5% | 9.3% | -0.3% | -7.6% | 7.4% | 1
> COC(=O)c1cc(C#N)c(OC)nc1C
→ i | 0.3 | -3.6% | -1.1% | 0.7% | -4.2% | -4.9% | -3.2% | -7.5% | 1.1
> Cc1ccc(C(=O)NNC(=O)CSc2nc(N)cc(N)n2)cc1
→ i | 0.1 | -8.5% | 1.8% | 3.9% | 26.0% | 51.6% | -6.1% | 21.1% | 1.1

Single records (already shown). Order of screens: Myeloid diff 2, Myeloid diff 2 GFP+ MAC1+ %, LYP phosphatase, CSM14.1 death rescue, P. falciparum M1AAP, PMI inhibition, M17LAP inhibition, XIAP displacement, human PMI inhibition, TNAP activators
COc1cc(-c2nnc(SCC(=O)c3cc(C)n(CC4CCCO4)c3C)o2)cc(OC)c1OC (stereo not drawn) as listed: i, 0.1, -1.3%, -2.0%, 4.9%, 4.9%, 5.0%, -9.7%, 8.3%, 1.1
CC(C)C1OC(c2cccc(NC(=O)c3cccs3)c2)OCC1(C)C (stereo not drawn) as listed: i, 0.2, 1.2%, 2.4%, 5.3%, 6.9%, 13.2%, -3.7%, 9.8%, 1.1

Following part.
SMILES	Myeloid diff 2	Myeloid diff 2 GFP+ MAC1+ %	LYP phosphatase	CSM14.1 death rescue	P. falciparum M1AAP	PMI inhibition	M17LAP inhibition	XIAP displacement	human PMI inhibition	TNAP activators
O=C(c1ccccc1)N1N=C(c2ccccc2)CC1c1ccccc1O (stereo not drawn)	i	0.6	11.9%	0.0%	4.9%	3.4%	-1.1%	0.4%	10.7%	1
Clc1ccc(CNC2CCCC2)cc1	i	0.6	-1.9%	-1.5%	5.5%	0.2%	0.1%	-6.2%	3.8%	1.1
CC(C)NC(=O)C(=O)NCCCN1CCOCC1	i	0.2	-9.5%	-0.2%	-9.9%	5.2%	-5.7%	-4.1%	4.5%	1.1
CCOC(=O)c1ccc(S(=O)(=O)N2CCN(C(=O)c3cc(=O)c4ccccc4o3)CC2)cc1	i	0.5	-2.1%	2.7%	0.3%	-4.2%	2.2%	-5.1%	-5.9%	1.1
COc1cc(/C=C2/C(=N)N3C=CSC3=NC2=O)ccc1OCCCOc1ccccc1C	i	5.0	-3.9%	-1.7%	4.3%	-6.0%	11.4%	-7.6%	-5.5%	1
COc1ccc(C(NC(=O)c2c(F)c(F)c(F)c(F)c2F)c2ccccc2)cc1 (stereo not drawn)	i	0.2	-2.6%	0.4%	0.4%	-1.0%	0.6%	0.8%	9.5%	1.2
Cc1ccnc(SCCn2c(N3CCCCC3)nc3c2c(=O)[nH]c(=O)n3C)n1	x	x	-2.8%	-0.5%	3.5%	2.2%	2.3%	-3.1%	2.1%	1.1
Cc1ccc(S(=O)(=O)NC(=O)Nc2cc(C)on2)cc1	i	0.1	-6.2%	-1.0%	1.6%	3.6%	-7.7%	-14.4%	1.6%	1
Cc1c(C(=O)Nc2ccccc2[N+](=O)[O-])csc1-c1ccccc1	i	0.3	-3.6%	-3.4%	-3.1%	4.1%	5.4%	-3.6%	14.6%	1.1
O=C(Nc1ccccc1C(=O)N1CCN(c2ccccc2)CC1)c1ccco1	i	0.8	-2.7%	-2.4%	3.1%	-5.8%	4.4%	-3.2%	2.1%	1.1
CN1CCN(CC(=O)Nc2nnc(-c3cccs3)s2)CC1	i	0.1	-2.6%	8.4%	4.1%	7.5%	2.4%	-1.8%	-2.5%	1.1
CC1Cc2ccccc2N1S(=O)(=O)c1ccc(Cl)nc1 (stereo not drawn)	i	0.3	-5.0%	x	-3.6%	x	-8.3%	x	x	x
Cc1cc(N2C(=O)C(O)=C(C(=O)c3ccc(C)o3)C2c2cccs2)no1 (stereo not drawn)	x	x	0.2%	x	16.3%	-46.8%	18.6%	-5.7%	-19.9%	1.1
CCOc1ccc(C(=O)Nc2cc(C)on2)cc1	i	5.9	-10.4%	-1.0%	9.7%	1.6%	12.1%	-2.3%	0.1%	1.1
CC1(C)CC(NC(=S)Nc2ccc([N+](=O)[O-])cc2)CC(C)(C)N1	i	1.1	-8.1%	-1.2%	2.4%	14.2%	4.3%	-9.5%	16.7%	1
CC(C)C1CC(O)(C2(O)CCCCC2)ON1 (stereo not drawn)	i	2.2	-9.5%	-1.4%	3.0%	-37.7%	35.6%	1.4%	-14.3%	1.1
Cc1cccc(C(=O)NCC(=O)OCC(=O)N2CCCCC2)c1	i	0.3	-5.9%	-0.3%	6.5%	-1.2%	-3.0%	-5.1%	-9.2%	1
CN(CC(=O)N1CCN(c2ccc(F)cc2)CC1)S(=O)(=O)c1ccc2c(c1)c(=O)n(C)c(=O)n2C	i	0.6	-2.1%	-0.5%	7.8%	12.4%	-2.2%	-5.3%	5.3%	1.1
NS(=O)(=O)c1ccc(NC2=CC(c3ccc(F)cc3)N(c3ccc(S(N)(=O)=O)cc3)C2=O)cc1 (stereo not drawn)	i	0.5	1.3%	x	9.1%	x	10.8%	x	x	x
CN1c2ccsc2/C(=N/Nc2ccc(F)cc2)CS1(=O)=O	x	x	-1.8%	2.3%	12.9%	-49.7%	-4.4%	-8.0%	-33.4%	1.3
COC(=O)Cc1[nH]nc2c1C(c1c[nH]c3ccccc13)C(C#N)=C(N)O2 (stereo not drawn)	i	0.8	-16.5%	1.9%	17.7%	36.8%	-36.3%	-4.7%	22.2%	1
COc1cc2c(cc1OC)C(C1C(=O)CC(C)CC1=O)N(C(=O)CCl)CC2 (stereo not drawn)	i	0.6	-7.9%	6.0%	-3.5%	-7.6%	-28.6%	-1.4%	-17.8%	1
Cc1ccc(S(=O)(=O)Cc2ccc(C(=O)NCCCN3CCCC3=O)o2)cc1	i	2.0	-14.3%	-0.9%	-2.3%	-8.9%	-6.5%	-5.0%	-5.4%	1.1

Screening results as filed in PubChem.
